Source: PubChem BioAssay (Broad Institute)
TcdB GH inh = TcdB glycohydrolase inhibition; TcdB glycohydrolase enzymatic assay, plate reader; inhibition, % at 9.99 µM; actives 0.24% (n = 350,000); AID 652162; in the data active = inhibition above about 10%
* = called active by the depositor; & = joins results of further samples.

Sample of the layout:
Compound,TcdB GH inh
O=C(NC[C@H]1[C@H](c2ccccc2)[C@@H](CO)N1C(=O)C1CC1)NC1CCCC1,-1.9
CO[C@@H](CN(C)S(=O)(=O)c1ccccc1)[C@@H](C)CN(C(=O)Nc1ccccc1F)[C@@H](C)CO,-1.2

The listing, repeating the preview:
Compound,TcdB GH inh
O=C(NC[C@H]1[C@H](c2ccccc2)[C@@H](CO)N1C(=O)C1CC1)NC1CCCC1,-1.9
CO[C@@H](CN(C)S(=O)(=O)c1ccccc1)[C@@H](C)CN(C(=O)Nc1ccccc1F)[C@@H](C)CO,-1.2
CS(=O)(=O)Nc1ccc2c(c1)[C@@H]1C[C@H](CC(=O)NCc3ccccc3F)O[C@@H](CO)[C@@H]1O2,0.8
CCCNC(=O)[C@@H]1[C@@H](CO)[C@@H]2Cn3c(ccc(-c4ccc(F)cc4)c3=O)[C@H]1N2C,-0.7
O=C(C[C@@H]1C[C@@H]2c3cc(NC(=O)Nc4ccc(C(F)(F)F)cc4)ccc3O[C@@H]2[C@@H](CO)O1)NCc1cccnc1,-0.2
CN1c2ccc(-c3cccc(F)c3)cc2[C@H]2[C@H](CCN2C(=O)c2ccc3c(c2)OCO3)[C@H]1CO,2.4
O=C(NCC[C@@H]1CC[C@H](NS(=O)(=O)c2ccccc2)[C@H](CO)O1)c1ccc2c(c1)OCO2,-0.7
C[C@H](CO)N1C[C@H](C)[C@H](CN(C)Cc2ccccc2)Oc2ccc(NC(=O)Nc3ccc(C(F)(F)F)cc3)cc2CC1=O,-0.8
O=C(C1CC1)N1CCCCN2[C@H](C1)[C@@H](c1ccc(-c3cccc(F)c3)cc1)[C@@H]2CO,0.9
O=C(C[C@H]1CC[C@H]2[C@@H](COC[C@@H](O)CN2CC2CCOCC2)O1)N1CCOCC1,-1.9
O=C(Nc1ccccc1)N1CC(=O)N2[C@H](CO)[C@H](c3ccc(C#CC4CCCC4)cc3)[C@@H]2C1,0.9
CN1C(=O)c2cc(NC(=O)c3ccccc3Cl)ccc2OC[C@@H]2O[C@H](CC(=O)NCC(F)(F)F)CC[C@H]21,-9.8

(list continues)
Compound,TcdB GH inh
CN(C)C(=O)C[C@@H]1CC[C@@H]2[C@H](COC[C@@H](O)CN2C(=O)C2CCOCC2)O1,-0.2
CCNC(=O)C[C@H]1CC[C@@H]2[C@H](COC[C@H](O)CN2S(=O)(=O)c2ccc(Oc3ccccc3)cc2)O1,-0.8
COc1ccc(CNC(=O)C[C@H]2C=C[C@@H](NC(=O)Nc3ccc4c(c3)OCO4)[C@H](CO)O2)cc1,-1.4
COc1ccccc1NC(=O)N[C@@H]1CC[C@@H](CCn2cc(-c3ccccc3OC)nn2)O[C@@H]1CO,0.9
CCCC#Cc1cnc2c(c1)C(=O)N([C@@H](C)CO)C[C@@H](C)[C@@H](CN(C)C(=O)C1CCOCC1)O2,-1.8
Cc1noc(C)c1NC(=O)Nc1cccc2c1O[C@@H](CN(C)S(=O)(=O)c1cn(C)cn1)[C@H](C)CN([C@H](C)CO)C2=O,1.1
C[C@H]1CN([C@@H](C)CO)C(=O)c2cc(C#Cc3ccncc3)cnc2O[C@@H]1CN(C)CC1CCOCC1,-0.4
O=C(Nc1ccc(Cl)cc1)N[C@H]1CC[C@@H](CCNC(=O)c2ccccc2F)O[C@H]1CO,0.9
CC=Cc1ccc2n(c1=O)C[C@H]1[C@H](CO)[C@@H](C(=O)O)[C@@H]2N1S(=O)(=O)c1ccccc1C (mixture of isomers),0.0
CC=Cc1ccc2n(c1=O)C[C@H]1[C@H](CO)[C@@H](C(=O)NCc3ccccc3)[C@@H]2N1CC (mixture of isomers),-0.1
CC(C)NC(=O)N(C)C[C@H]1Oc2ccc(NC(=O)Nc3cccc4ccccc34)cc2CC(=O)N([C@@H](C)CO)C[C@@H]1C,0.8
C[C@]1(C(=O)NCc2ccccc2)c2ccccc2C(=O)N(Cc2ccc(OC(F)(F)F)cc2)[C@H]1c1ccc(CO)cc1,1.2

The list goes on.
Compound,TcdB GH inh
COc1ccc(S(=O)(=O)N(C)C[C@@H]2Oc3ccc(NC(=O)CCN4CCOCC4)cc3C(=O)N([C@H](C)CO)C[C@H]2C)cc1,0.2
CS(=O)(=O)Nc1ccc2c(c1)[C@H]1C[C@H](CC(=O)NCCc3ccccc3)O[C@@H](CO)[C@H]1O2,0.0
O=C(C1CCC1)N1CC2(C1)[C@H](c1ccccc1)[C@@H](CO)N2Cc1nccs1,0.5
C[C@@H]1CN([C@H](C)CO)C(=O)c2cc(C#Cc3ccccc3F)cnc2O[C@H]1CN(C)S(=O)(=O)c1ccccc1F,-0.9
C[C@@H]1CN([C@@H](C)CO)S(=O)(=O)c2ccc(C#CC3(O)CCCC3)cc2O[C@H]1CN(C)C(=O)c1cccnc1,1.6
C[C@@H](C(=O)N(C)C[C@@H]1OCc2ccccc2-c2c(n(C)c3ccccc23)C(=O)N([C@@H](C)CO)C[C@@H]1C)c1ccccc1,-0.9
COc1ccc(NC(=O)N(C)C[C@@H]2Oc3ccc(NS(=O)(=O)c4ccccc4)cc3C(=O)N([C@@H](C)CO)C[C@H]2C)cc1,-0.3
COc1cccc(NC(=O)N2[C@@H]3CNC[C@H]2C3c2ccc(-c3cccc(OC)c3)cc2)c1 (some centres undefined),0.0&-2.0
CO[C@@H](CN(C)S(=O)(=O)c1ccccc1)[C@H](C)CN(Cc1ccccc1Cl)[C@H](C)CO,-1.5
C[C@@H]1CN([C@@H](C)CO)C(=O)c2cccc(NC(=O)C3CCCCC3)c2O[C@H]1CN(C)S(=O)(=O)c1ccccc1,-3.0
C[C@@H]1CCCCO[C@@H](CN(C)C)[C@@H](C)CN([C@@H](C)CO)C(=O)c2cc(NS(=O)(=O)c3cccs3)ccc2O1,0.4
CO[C@@H]1CN(C)C(=O)c2cc(NC(=O)Nc3ccc(Cl)cc3)ccc2OC[C@H](C)NC[C@@H]1C,1.2

Three entries from above, arranged by number of heavy atoms, rising:
Compound,TcdB GH inh
C[C@@H]1CN([C@H](C)CO)C(=O)c2cc(C#Cc3ccccc3F)cnc2O[C@H]1CN(C)S(=O)(=O)c1ccccc1F,-0.9
C[C@@H](C(=O)N(C)C[C@@H]1OCc2ccccc2-c2c(n(C)c3ccccc23)C(=O)N([C@@H](C)CO)C[C@@H]1C)c1ccccc1,-0.9
COc1ccc(S(=O)(=O)N(C)C[C@@H]2Oc3ccc(NC(=O)CCN4CCOCC4)cc3C(=O)N([C@H](C)CO)C[C@H]2C)cc1,0.2

(list continues)
Compound,TcdB GH inh
COc1ccc(C(=O)Nc2ccc3c(c2)C(=O)N(C)C[C@@H](OC)[C@@H](C)CN[C@@H](C)CO3)cc1,-1.2
Cc1ccc(S(=O)(=O)N[C@H]2CC[C@@H](CCn3cc(C4CC4)nn3)O[C@@H]2CO)cc1,0.3
C[C@@H]1CCCCO[C@H](CN(C)CC2CC2)[C@H](C)CN([C@H](C)CO)C(=O)c2cc(NC(=O)c3ccncc3)ccc2O1,-3.6
COc1ccc(S(=O)(=O)N(C)C[C@H]2OCCCC[C@H](C)Oc3ccc(NS(=O)(=O)c4c(C)noc4C)cc3C(=O)N([C@H](C)CO)C[C@@H]2C)cc1,1.6
COCC(=O)N1[C@@H]2c3ccc(C4=CCCC4)c(=O)n3C[C@@H]2[C@@H](CO)[C@@H]1C(=O)N1CCCCC1,0.8
CNC[C@H]1Oc2c(NC(=O)c3ccncc3)cccc2C(=O)N([C@@H](C)CO)C[C@H]1C,0.0
C[C@@H]1CN([C@@H](C)CO)C(=O)c2cc(NS(=O)(=O)c3cccs3)ccc2O[C@@H]1CN(C)CC1CCCCC1,1.5
CN(C)CCCNC(=O)C[C@@H]1CC[C@H]2[C@H](COc3ccc(NS(C)(=O)=O)cc3C(=O)N2C)O1,2.0
Cc1ccc(S(=O)(=O)N(C)C[C@H]2Oc3c(NC(=O)c4cc(C)nn4C)cccc3C(=O)N([C@@H](C)CO)C[C@H]2C)cc1,-0.2
C[C@H]1CN([C@@H](C)CO)C(=O)c2cc(NC(=O)c3ccncc3)ccc2O[C@H]1CN(C)S(=O)(=O)c1ccc(F)cc1,-0.5
C[C@@H]1CCCCO[C@@H](CN(C)S(=O)(=O)c2ccc(F)cc2)[C@@H](C)CN([C@H](C)CO)C(=O)c2cc(NC(=O)c3ccncc3)ccc2O1,-0.5
Cc1ccc(S(=O)(=O)N[C@H]2CC[C@@H](CCNC(=O)CN3CCOCC3)O[C@H]2CO)cc1,-0.2

(cont.)
Compound,TcdB GH inh
C[C@@H]1CN([C@@H](C)CO)C(=O)c2c(c3ccccc3n2C)-c2ccccc2CO[C@@H]1CN(C)C,20*
O=C(C[C@@H]1C=C[C@@H](NC(=O)C2CCOCC2)[C@@H](CO)O1)NCc1ccccc1Cl,-1.0
O=C(NCC[C@H]1CC[C@@H](NC(=O)C2CCC2)[C@@H](CO)O1)Nc1ccc(Cl)cc1,-1.9
C[C@H](CO)N1C[C@H](C)[C@H](CN(C)CC2CCOCC2)Oc2ncc(-c3cncnc3)cc2C1=O,-0.6
COCCCNC(=O)[C@]1(Cc2ccccc2N=[N+]=[N-])N=C(c2ccc(OCCCO)cc2)O[C@@H]1c1ccccc1,-1.1
C[C@H](CO)N1C[C@H](C)[C@H](CN(C)Cc2ccc3c(c2)OCO3)Oc2ccc(NS(C)(=O)=O)cc2C1=O,0.4
COCC#Cc1ccc2c(c1)O[C@H](CN(C)C)[C@H](C)CN([C@H](C)CO)S2(=O)=O,0.5
COc1ccc(C(=O)Nc2ccc3c(c2)C(=O)N(C)C[C@@H](OC)[C@H](C)CN[C@@H](C)CO3)cc1,-0.9
C[C@@H](O)C#Cc1ccc2c(c1)O[C@@H](CN(C)C(=O)c1ccccc1)[C@@H](C)CN([C@@H](C)CO)S2(=O)=O,0.3
COCC#Cc1ccc([C@H]2[C@@H](CO)N3C(=O)CN(C(=O)CN4CCOCC4)C[C@H]23)cc1,-0.6
Cc1ccc(S(=O)(=O)Nc2ccc3c(c2)C(=O)N([C@@H](C)CO)C[C@@H](C)[C@H](CN(C)C(=O)Nc2ccccc2)OCCCC[C@@H](C)O3)cc1,0.7
O=C(NC1CCC1)[C@@H]1[C@@H](CO)[C@@H]2Cn3c(ccc(-c4ccc(F)cc4)c3=O)[C@H]1N2,-1.9

7 entries picked at random from the list so far:
Compound,TcdB GH inh
C[C@@H]1CN([C@@H](C)CO)C(=O)c2cccc(NC(=O)C3CCCCC3)c2O[C@H]1CN(C)S(=O)(=O)c1ccccc1,-3.0
COc1ccccc1NC(=O)N[C@@H]1CC[C@@H](CCn2cc(-c3ccccc3OC)nn2)O[C@@H]1CO,0.9
COCC#Cc1ccc([C@H]2[C@@H](CO)N3C(=O)CN(C(=O)CN4CCOCC4)C[C@H]23)cc1,-0.6
CO[C@@H]1CN(C)C(=O)c2cc(NC(=O)Nc3ccc(Cl)cc3)ccc2OC[C@H](C)NC[C@@H]1C,1.2
O=C(Nc1ccccc1)N1CC(=O)N2[C@H](CO)[C@H](c3ccc(C#CC4CCCC4)cc3)[C@@H]2C1,0.9
CN1C(=O)c2cc(NC(=O)c3ccccc3Cl)ccc2OC[C@@H]2O[C@H](CC(=O)NCC(F)(F)F)CC[C@H]21,-9.8
COc1cccc(NC(=O)N2[C@@H]3CNC[C@H]2C3c2ccc(-c3cccc(OC)c3)cc2)c1 (some centres undefined),0.0&-2.0

New compounds follow:
Compound,TcdB GH inh
COc1ccccc1CNC(=O)C[C@@H]1CC[C@@H](NC(=O)CC2CC2)[C@@H](CO)O1,-1.0
CO[C@H]1CN(C)C(=O)c2cc(NS(=O)(=O)c3ccccc3F)ccc2OC[C@@H](C)NC[C@H]1C,0.4
CC=Cc1ccc2n(c1=O)C[C@@H]1[C@@H](CO)[C@H](C(=O)N(C)C)[C@H]2N1C (mixture of isomers),0.3
COc1cccc(CNC(=O)C[C@@H]2CC[C@H](NS(=O)(=O)c3ccccc3OC)[C@H](CO)O2)c1,0.5
C[C@@H]1CCCCO[C@H](CN(C)Cc2ccc(C(=O)O)cc2)[C@H](C)CN([C@@H](C)CO)C(=O)c2cc(NC(=O)Nc3cccc4ccccc34)ccc2O1,0.4
O=C(C[C@H]1C[C@H]2c3cc(NC(=O)C4CCOCC4)ccc3O[C@H]2[C@@H](CO)O1)NCc1cccnc1,-0.2
CC(C)NC(=O)N(C)C[C@@H]1Oc2cc(C#CC3CC3)ccc2S(=O)(=O)N([C@H](C)CO)C[C@@H]1C,0.0
COc1ccc(S(=O)(=O)N(C)C[C@H]2Oc3c(NC(=O)Nc4ccc5c(c4)OCO5)cccc3C(=O)N([C@@H](C)CO)C[C@H]2C)cc1,0.6
CO[C@H]1CN(C)C(=O)c2cc(NC(C)=O)ccc2OC[C@H](C)N(C(=O)Cc2ccccn2)C[C@@H]1C,-0.3
C[C@H]1CN([C@@H](C)CO)C(=O)Cc2cc(NC(=O)Nc3ccc(F)cc3)ccc2O[C@H]1CN(C)C(=O)Nc1ccc2c(c1)OCO2,-0.9
O=C(C[C@H]1CC[C@@H]2[C@H](COC[C@@H](O)CN2S(=O)(=O)c2cccc(Cl)c2)O1)Nc1ccccc1,0.5
COc1ccc(NC(=O)N[C@@H]2CC[C@@H](CCn3cc(-c4ccc(F)cc4)nn3)O[C@@H]2CO)cc1,0.0
COc1ccc2c3c(n(C)c2c1)[C@@H](CO)N(Cc1ccccc1Cl)CC31CN(C(=O)CC2CC2)C1,0.3
C[C@H](CO)N1C[C@H](C)[C@@H](CN(C)Cc2ccc(-c3ccccc3)cc2)Oc2ccc(NC(=O)CCN3CCOCC3)cc2CC1=O,0.2
COCC(=O)Nc1ccc2c(c1)C(=O)N(C)C[C@@H](OC)[C@H](C)CN(C(=O)c1ccccn1)[C@H](C)CO2,0.4

The list is partial; rates above refer to the full screens.
